# NPR1 activator: GC-A stimulated cGMP production enhancers – HEK293 GC-A cells, cGMP TR-FRET, EC30 ANP, primary screen. Atrial natriuretic peptide receptor 1 (Homo sapiens), P16066. 0% at EC30 ANP, 100% saturating ANP. activation, % at 10 µM. 370,000 tested, 0.14% active; in the data active = activation above about 40%
# hcDAF12 agonist: H. contortus DAF-12 nuclear receptor activators, primary screen, cell-based, luminescence, HEK293, lit1-tk-luc reporter; HEK293 hcDAF-12 lit1-tk-luc reporter; 0% DMSO, 100% Δ7-dafachronic acid; activation, % at 6.8 µM; 370,000 tested, 1.4% active;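 active = activation above the mean of all tested compounds plus 3 SD, cut at about 5.5% in these data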;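 note: 100% = response to 3 µM Δ7-dafachronic acid high control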
# GAA850 FXN act: FXN promoter activators, primary screen, cell-based, luciferase luminescence, HEK293 lucGAA850; HEK293 lucGAA850 FXN promoter luciferase reporter, 24 h; percent of 10 µM SAHA response; activation, % at 6 µM; 360,000 tested, 0.56% active;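 active = activation above the average of all compounds screened plus 3 SD, cutoff fixed separately per campaign, cut at about 7.5% in these data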;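 note: 0% = DMSO wells and 100% = 10 µM SAHA wells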
# DAX1 inh-1: DAX1 (NR0B1) inhibitors on StAR promoter, primary screen, cell-based, luminescence, SF-1 (NR5A1), full-length DAX-1 | HEK293T StAR-luciferase reporter, SF-1/DAX-1 repression relief | inhibition, % at 6.8 µM | 370,000 tested, 1.1% active | AID 652010, 2013;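 active = inhibition above the mean over all tested compounds plus 3 SD, cut at about 3.6% in these data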;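 note: 0% = DAX-1 cells with DMSO and 100% = cells lacking DAX-1 with DMSO; higher inhibition means more luminescence from relief of DAX-1 repression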
# ssDAF12 agonist: S. stercoralis DAF-12 nuclear receptor activators, primary screen, cell-based, luminescence, HEK293, GRIP1 co-expression, lit1-tk-luc; activation, % at 6.8 µM; AID 652126, 2013; 370,000 tested, 1% active; HEK293 ssDAF-12/GRIP1 lit1-tk-luc reporter; % of 3 µM dafachronic acid response; Nuclear hormone receptor DAF-12 (Strongyloides stercoralis);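 active = activation above the mean over all tested compounds plus 3 SD, cut at about 0.9% in these data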;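 note: 0% = DMSO-only wells and 100% = 3 µM delta7-dafachronic acid wells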
# NPR2 activator: human GC-B receptor activators, primary screen, HEK293 GC-B cells, cGMP TR-FRET, EC30 CNP; AID 1920062, 2024; activation, % at 10 µM; 370,000 tested, 0.11% active; 0% at EC30 CNP, 100% saturating CNP; Atrial natriuretic peptide receptor 2 (Homo sapiens), P20594;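 active = activation at 10 µM reaching about 35% in either raw or pattern-adjusted values, limit read from the data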
# DAX1 inh-2: DAX1 (NR0B1) inhibitors, primary screen, cell-based, HEK293, Gal4-DAX1, luciferase luminescence | Nuclear receptor subfamily 0 group B member 1 (Homo sapiens), P51843 | HEK293 Gal4-DAX1 luciferase reporter | inhibition, % at 6.75 µM | 340,000 tested, 0.99% active | AID 504766, 2011;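 active = inhibition above the mean over all tested compounds plus 3 SD, cut at about 4.2% in these data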;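 note: 0% = DAX1-transfected cells with DMSO and 100% = empty-vector control cells with DMSO; inhibition shows as a rise in luminescence from relieved DAX1 repression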
# hgDAF12 agonist: H. glycines DAF-12 receptor agonists, primary screen, cell-based, luminescence, HEK293, GAL4 fusion, UAS-luciferase | Nuclear hormone receptor DAF-12 (Heterodera glycines), GAL4 fusion | HEK293 GAL4-hgDAF12 UAS-luciferase reporter, agonist luminescence; normalized to butyrate control | activation, % at 6.8 µM | 370,000 tested, 1.8% active | AID 687014, 2013;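 active = activation above a cutoff set at the mean of all screened compounds plus 3 SD, cut at about 10% in these data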;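 note: 0% = DMSO wells and 100% = sodium butyrate wells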
# ADAM10 inh: human ADAM10 inhibitors, primary screen, biochemical, QFRET, HTS; Disintegrin and metalloproteinase domain-containing protein 10 (Homo sapiens), O14672; recombinant ADAM10, EDANS/DABCYL FRET peptide cleavage, 3 h; inhibition, % at 7 µM; 370,000 tested, 0.62% active;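 active = inhibition above a per-campaign cutoff equal to the mean of compounds falling between control-based bounds plus 3 SD, cut at about 20% in these data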;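 note: 0% = DMSO wells while the 100% control is not disclosed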
# Target sequence (O14672 214-748 limits assumed): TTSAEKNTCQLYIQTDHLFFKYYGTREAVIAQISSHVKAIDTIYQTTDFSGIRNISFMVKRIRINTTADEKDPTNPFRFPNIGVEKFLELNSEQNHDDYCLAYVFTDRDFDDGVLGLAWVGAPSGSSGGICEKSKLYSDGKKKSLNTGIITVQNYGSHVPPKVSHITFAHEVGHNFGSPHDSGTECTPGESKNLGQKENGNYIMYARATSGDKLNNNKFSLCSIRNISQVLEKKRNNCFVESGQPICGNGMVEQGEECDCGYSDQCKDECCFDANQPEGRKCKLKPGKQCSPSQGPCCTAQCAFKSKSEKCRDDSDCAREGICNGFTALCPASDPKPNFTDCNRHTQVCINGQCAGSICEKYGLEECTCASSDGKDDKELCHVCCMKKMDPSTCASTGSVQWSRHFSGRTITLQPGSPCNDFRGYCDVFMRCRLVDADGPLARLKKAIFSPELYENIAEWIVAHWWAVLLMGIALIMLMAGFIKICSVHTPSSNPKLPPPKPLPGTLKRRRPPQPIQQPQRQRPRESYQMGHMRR
# sPLA2-III inh: human group III sPLA2 inhibitors, primary screen, biochemical, QFRET, BODIPY PC-A2 liposome substrate; QFRET BODIPY PC-A2 liposome hydrolysis, fluorescence; inhibition, % at 12.2 µM; 370,000 tested, 0.56% active;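 active = inhibition above mean plus 3 SD of compounds lying within the high and low control bounds, cut at about 19% in these data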;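 note: 0% = median of test compound wells and 100% = no enzyme DMSO wells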
# Target sequence (Q9NZ20 whole entry, looked up): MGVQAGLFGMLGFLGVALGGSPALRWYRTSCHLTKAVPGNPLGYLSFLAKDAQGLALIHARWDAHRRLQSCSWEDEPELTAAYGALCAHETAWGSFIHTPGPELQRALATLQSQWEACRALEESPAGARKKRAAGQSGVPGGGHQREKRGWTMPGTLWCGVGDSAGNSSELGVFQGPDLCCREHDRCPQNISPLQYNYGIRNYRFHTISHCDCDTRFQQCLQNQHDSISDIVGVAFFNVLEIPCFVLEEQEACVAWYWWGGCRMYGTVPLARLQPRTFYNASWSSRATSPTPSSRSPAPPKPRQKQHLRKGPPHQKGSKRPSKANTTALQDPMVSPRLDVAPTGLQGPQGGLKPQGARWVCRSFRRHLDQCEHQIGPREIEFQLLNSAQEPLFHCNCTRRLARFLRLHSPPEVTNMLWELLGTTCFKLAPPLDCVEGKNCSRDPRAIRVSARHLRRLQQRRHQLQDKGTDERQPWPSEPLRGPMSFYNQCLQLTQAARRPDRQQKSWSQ
# SMARCA2 activ: SMARCA2 (BRM) function activators, primary screen, cell-based, luminescence, high throughput; activation, % at 9.1 µM; MG213 cells, MMTV-luciferase reporter, dexamethasone, overnight; AID 652017, 2013; 370,000 tested, 1% active; in the data active = activation above about 7.8%;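 note: 0% = vehicle wells and 100% = reference activator wells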
# * = called active by the depositor; . = not tested or not shown.
SMILES,NPR1 activator,hcDAF12 agonist,GAA850 FXN act,DAX1 inh-1,ssDAF12 agonist,NPR2 activator,DAX1 inh-2,hgDAF12 agonist,ADAM10 inh,sPLA2-III inh,SMARCA2 activ
O=C(OCc1nnc(-c2ccccc2)o1)c1ccc(CO)cc1,2,-0.2,1.2,-0.5,-1.2,-1,2.1,0.2,1,2,1
Cc1nc2sc(-c3ccccc3)cc2c(=O)n1/N=C/N(C)C,1,2.5,6.7,2.6,0.9*,1,2.3,11*,-34,0,5
COc1ccc(/C=N/NC(=O)c2ccccc2[N+](=O)[O-])cc1CN1CCc2cc(OC)c(OC)cc2C1C (stereo not given),0,-1.6,0.5,-0.3,-1.5,1,-0.7,1.7,-3,-7,1
Cc1ccnc(NC(c2ccccn2)c2c(C)[nH]c3ccccc23)c1 (stereo not given),2,1.9,6.0,0.1,0.2,-4,1.9,7.1,0,0,1
COc1ccc(-c2nc(CN3CCCCC3c3cccnc3)c(C)o2)c(F)c1 (stereo not given),-3,-0.6,1.5,0.3,-1.1,3,-0.2,12*,0,2,-5
CCOC(=O)[C@]12CCCC=C1N(Cc1ccco1)C(=O)[C@H](CC(=O)N1CCN(C(=O)C3CC3)CC1)C2,5,-1.2,.,2.7,-1.1,5,.,-3.1,-5,5,-5
CC(=O)N/C(=C\c1ccccc1)C(=O)Nc1ccccc1C,3,-0.1,3.9,-0.7,-1.3,-4,-0.8,-0.5,7,0,4
COC(=O)c1ccc(NC(=O)C2CCCN(S(=O)(=O)c3cnc[nH]3)C2)cc1 (stereo not given),5,0.4,-0.5,-1.6,-0.9,-4,0.0,-0.1,-8,-10,0
CCOC(=O)C1=C(C)N=C2SC=C(C)N2C1c1ccc(OC)cc1 (stereo not given),-13,-1.7,-4.4,-0.1,-1.3,-9,-0.5,-1.6,1,11,3
Cc1ccc(C(=O)Nc2sc3c(c2C(=O)O)CCC(C)C3)o1 (stereo not given),-4,1.8,-3.6,-1.7,-0.1,-3,-0.1,-2.2,-7,3,1
Fc1ccc(/C=N/Nc2ncnc3nc[nH]c23)cc1F,4,0.3,5.5,0.6,-1.3,8,1.2,1.4,-12,0,5
COc1cccc(OC)c1C(=O)N1CCN=C1SCc1cccnc1,-3,2.2,-0.7,-0.6,-1.4,7,-1.5,-2.4,13,8,-4
COc1ccc(S(=O)(=O)N2CCOC2CNC(=O)C(=O)NCCc2ccc(OC)c(OC)c2)cc1C (stereo not given),-4,-2.1,-0.1,-1.9,-2.4,0,0.2,-6.4,-4,-11,-3
CC(=O)c1ccc(N2CCN(C(=O)CCNC(=O)Cn3ccc4ccccc4c3=O)CC2)cc1,-4,-1.8,0.6,-0.9,-1.2,-4,-1.4,-1.0,-18,-3,-1
CCCCNC(=S)N1CCN(c2ccccc2Cl)CC1,3,-1.3,-0.6,-0.6,-0.5,1,0.1,-1.8,3,11,-1
CC1CCN(CCn2c(=S)[nH]c3ccccc3c2=O)CC1,4,-2.1,0.6,-0.5,-1.1,7,0.9,-2.2,9,5,1
O=C(O)Cc1ccccc1C(=O)O,6,0.4,2.1,0.4,-2.1,5,0.0,1.6,-4,3,0
COc1ccc(Cl)cc1S(=O)(=O)N1CCN(C(=O)COc2ccccc2)CC1,-1,-1.5,-0.3,-0.3,-1.1,-2,1.9,0.8,4,-6,1
C#CCSc1nc2sc3c(c2c(=O)n1C)CCC3,0,3.3,1.5,0.1,-1.0,-1,-1.6,0.2,-10,5,-4
Cc1cccc(NC(=O)c2nc[nH]c2C(=O)N[C@@H](C)CO)c1,-2,-2.2,-0.2,-1.1,-1.2,-2,0.7,-3.0,-10,6,-2

# Looked up one by one from the list above:
SMILES,NPR1 activator,hcDAF12 agonist,GAA850 FXN act,DAX1 inh-1,ssDAF12 agonist,NPR2 activator,DAX1 inh-2,hgDAF12 agonist,ADAM10 inh,sPLA2-III inh,SMARCA2 activ
CC1CCN(CCn2c(=S)[nH]c3ccccc3c2=O)CC1,4,-2.1,0.6,-0.5,-1.1,7,0.9,-2.2,9,5,1
Cc1nc2sc(-c3ccccc3)cc2c(=O)n1/N=C/N(C)C,1,2.5,6.7,2.6,0.9*,1,2.3,11*,-34,0,5
Cc1cccc(NC(=O)c2nc[nH]c2C(=O)N[C@@H](C)CO)c1,-2,-2.2,-0.2,-1.1,-1.2,-2,0.7,-3.0,-10,6,-2
CC(=O)c1ccc(N2CCN(C(=O)CCNC(=O)Cn3ccc4ccccc4c3=O)CC2)cc1,-4,-1.8,0.6,-0.9,-1.2,-4,-1.4,-1.0,-18,-3,-1
O=C(OCc1nnc(-c2ccccc2)o1)c1ccc(CO)cc1,2,-0.2,1.2,-0.5,-1.2,-1,2.1,0.2,1,2,1

# (list continues)
SMILES,NPR1 activator,hcDAF12 agonist,GAA850 FXN act,DAX1 inh-1,ssDAF12 agonist,NPR2 activator,DAX1 inh-2,hgDAF12 agonist,ADAM10 inh,sPLA2-III inh,SMARCA2 activ
CCN(CC)CCNc1nc(C(F)(F)F)nc2c1nnn2Cc1ccccc1,-3,-2.5,-1.5,-0.5,-1.5,3,-0.9,-1.4,4,0,-3
CCOC(=O)c1c(C)[nH]c(C)c1C(=O)COC(=O)c1ccc(Cl)c(S(=O)(=O)NCc2ccccc2)c1,-1,-2.7,2.9,-0.8,-1.3,0,-0.7,-1.4,13,-29,2
CC(C)Sc1oc(-c2ccco2)nc1S(=O)(=O)c1ccc(F)cc1,-2,-1.8,1.8,-0.7,-1.7,2,0.1,-2.0,-4,-3,1
COc1ccc(C(C)(O)c2nc(-c3ccc(F)c(Cl)c3)cs2)cc1 (stereo not given),4,0.9,-0.2,-0.5,-1.4,2,.,2.0,11,-4,-4
CC1CN(CCc2ccccc2)C(C)C/C1=N/O (stereo not given),1,-0.9,6.9,0.4,-1.1,4,1.1,-2.6,-4,11,-5
CCC(Sc1ncccc1C(=O)O)C(=O)N1CCOCC1 (stereo not given),-1,-1.3,1.7,0.0,-0.4,3,2.1,2.7,2,4,-1
CS(=O)(=O)N(CC(=O)O)c1cc(C(F)(F)F)ccc1Cl,-2,-1.2,-0.5,1.1,-0.9,2,1.6,2.7,9,-2,0
CCN(CC)CCN1C(=O)C2C(C(=O)Nc3cc(C)cc(C)c3)C3C=CC2(O3)C1C(=O)NC1CCCCC1 (stereo not given),-1,-0.3,0.9,0.2,-0.9,4,0.1,1.2,-1,-3,-5
CS(=O)(=O)N(CC(=O)NC1CC1)C1CCCCC1,0,-2.4,0.0,0.2,-0.7,7,-0.4,-0.1,0,3,-3
COc1nnc(-c2ccc(C(=O)N3C[C@@H]4C[C@H](C3)c3cccc(=O)n3C4)cc2)c2ccccc12,1,-2.1,-0.7,0.1,-0.7,0,-0.2,1.0,4,14,-1
CCc1ccc2cc(C)cnc2n1,2,2.6,.,1.9,0.4,-1,.,1.7,1,8,4
CC(NC(=O)c1ccco1)C(=O)N1CCN(c2cccc(Cl)c2)CC1 (stereo not given),0,-1.9,2.2,-0.1,-1.0,-5,0.1,-1.0,-20,11,-2
COc1ccc(NC(=O)CCCn2c(=S)[nH]c3ccccc3c2=O)cc1,-1,1.1,-0.8,-0.5,-0.9,-7,0.2,-0.3,-3,4,-2
COc1ccc(NC(=O)CSc2n[nH]c(CNc3cccc(C)c3)n2)cc1,-5,-2.2,-0.2,-0.2,-0.5,0,-0.6,-0.2,8,-23,0
CCCn1c(SCC(=O)Nc2ccccc2CC)nnc1C(C)C,1,-0.1,-0.1,-0.8,-1.1,2,-0.6,0.2,-1,-1,-1
CCCCCCn1nc(C(=O)Nc2nc3c(s2)CCCC3)c2ccccc2c1=O,0,0.6,0.0,0.5,-0.9,12,-0.5,-0.9,2,9,-1
Cc1cccc2cc(C#N)c(N3CCOCC3)nc12,5,-0.4,1.5,-1.0,-1.2,-2,-0.8,-0.6,-107,-3,-2
CCN1CCN(c2c(/C=C3\SC(=S)N(Cc4ccco4)C3=O)c(C)c(C#N)c(=O)n2C)CC1,1,-0.8,-2.0,-0.1,-1.4,-5,-0.4,1.9,-2,-27,-4
Cc1ccc(CN2CCN(c3ccccc3)CC2)o1,6,-0.9,-0.5,-0.2,-1.2,2,0.2,2.1,5,-2,-1
CCCCSc1nnc([C@H](CC(C)C)NC(=O)OC(C)(C)C)o1,-2,-1.6,-3.7,-0.9,-0.6,-2,0.7,1.9,2,3,-2
CCOC(=O)C1CCCN(c2ccc(NC(=O)c3snc4c(=O)[nH]cnc34)cc2)C1 (stereo not given),-3,-1.2,1.8,-0.2,-1.1,-5,0.0,1.0,-6,-7,-1
CC(C)(C)NC(=O)Cn1nnc(-c2ccc(OCc3c(F)cccc3Cl)cc2)n1,3,-0.1,1.2,-0.2,-1.1,-6,-0.6,1.3,3,-10,-2
O=C(NCc1ccccc1)[C@@H]1CCCN1C(=O)[C@H]1CCCN1C(=O)c1cccc(Cl)c1,-2,-0.1,.,0.2,-1.4,-6,.,2.1,-10,5,-5
NC(=O)c1ccc(-c2ccccc2F)cc1,12,1.5,1.2,0.3,-1.6,-3,2.0,1.9,-3,-3,4
O=C(NC1CCCC1)c1c(O)nc2sccn2c1=O,-2,-0.7,0.3,1.5,-0.9,-11,0.1,0.6,-7,7,-1
CC(NC(=O)Nc1cccc(F)c1)c1ccc2c(c1)OCO2 (stereo not given),3,-2.2,-0.1,0.0,-1.6,-6,-0.6,-0.8,-3,-3,-1
Cc1ccc(NC(=O)CCc2c(C)nn(-c3ccc(N4CCOCC4)nn3)c2C)cc1,-3,-1.2,5.0,0.1,-0.7,-4,0.0,-0.3,-17,6,1
O=C(/C=N/NC(=O)c1ccccc1Br)c1ccccc1,-8,1.0,2.5,1.2,-0.1,-9,-0.1,8.0,-7,-9,3

# With a hit mark in ssDAF12 agonist, of those listed so far:
compound	NPR1 activator	hcDAF12 agonist	GAA850 FXN act	DAX1 inh-1	ssDAF12 agonist	NPR2 activator	DAX1 inh-2	ADAM10 inh	sPLA2-III inh	SMARCA2 activ
Cc1nc2sc(-c3ccccc3)cc2c(=O)n1/N=C/N(C)C	1	2.5	6.7	2.6	0.9*	1	2.3	-34	0	5

# Source: PubChem BioAssay (several laboratories)
